N370S GC mod: inhibitors or activators of N370S glucocerebrosidase for Gaucher disease; P04062; N370S GC spleen homogenate, 4MU-glucoside fluorescence; Potency, µM (top dose mostly 59.4 µM), without a hit: top-dose activity change, negative = inhibition, usual class: inhibitors; 0.092% of 330,000 active;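 further: 0% = full enzyme activity and -100% = no enzyme basal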
FEN1 inhibitor: inhibitors of human flap endonuclease 1 | P39748 | Recombinant FEN1 flap cleavage, fluorescence, 15 min | Potency, µM (series often up to 114 µM), for inactives: at the top dose activity change, negative = inhibition, actives largely listed as inhibitors | 0.35% of 390,000 active | AID 588795; further: nearly all actives have a fitted effect of over 65% in size
Target sequence (P39748 whole entry, looked up): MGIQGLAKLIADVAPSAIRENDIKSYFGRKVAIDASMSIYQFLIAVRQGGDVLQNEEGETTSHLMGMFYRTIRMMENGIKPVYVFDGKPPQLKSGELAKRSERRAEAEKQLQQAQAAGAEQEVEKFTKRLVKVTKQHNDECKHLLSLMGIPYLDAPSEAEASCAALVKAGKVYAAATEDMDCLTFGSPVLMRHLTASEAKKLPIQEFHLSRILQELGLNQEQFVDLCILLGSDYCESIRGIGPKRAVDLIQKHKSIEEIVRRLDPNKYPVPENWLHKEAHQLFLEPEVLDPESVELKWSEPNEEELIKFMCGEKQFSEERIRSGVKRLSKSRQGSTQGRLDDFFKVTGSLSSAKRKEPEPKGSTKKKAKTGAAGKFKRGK
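Quantitative HTS format: each compound was titrated, incubated with 10 nM nuclease for 15 min at room temperature, then challenged with flap substrate at 50 nM final. Signal change over 15 min gave concentration–effect curves.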
TDP1 block: blocks human tyrosyl-DNA phosphodiesterase 1. recombinant TDP1, AlphaScreen DNA substrate cleavage. AID 485290. Potency, µM (titrated, usually from 130 µM), inactives show at the highest dose activity change, negative = inhibition, most hits filed as inhibitors. 0.28% of 350,000 active; further: nearly all actives have a fitted effect of over 40% in size
Target sequence (Q9NUW8 whole entry, looked up): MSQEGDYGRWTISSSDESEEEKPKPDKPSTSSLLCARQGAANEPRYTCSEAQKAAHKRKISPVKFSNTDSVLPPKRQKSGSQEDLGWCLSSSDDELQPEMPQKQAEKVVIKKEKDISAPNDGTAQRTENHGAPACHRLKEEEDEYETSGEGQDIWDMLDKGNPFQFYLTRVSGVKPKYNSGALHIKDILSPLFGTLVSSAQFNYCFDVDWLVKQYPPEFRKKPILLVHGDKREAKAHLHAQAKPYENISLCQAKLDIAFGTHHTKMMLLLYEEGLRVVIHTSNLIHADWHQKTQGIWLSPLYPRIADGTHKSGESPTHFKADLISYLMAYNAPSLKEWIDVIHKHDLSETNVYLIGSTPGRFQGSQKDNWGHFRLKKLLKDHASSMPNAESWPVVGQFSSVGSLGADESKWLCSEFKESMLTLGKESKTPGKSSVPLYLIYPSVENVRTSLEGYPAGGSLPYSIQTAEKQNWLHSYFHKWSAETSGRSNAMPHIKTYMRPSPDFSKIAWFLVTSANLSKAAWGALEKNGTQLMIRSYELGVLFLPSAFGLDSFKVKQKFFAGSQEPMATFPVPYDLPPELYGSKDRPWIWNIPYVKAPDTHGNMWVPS
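Here, a 5' biotin and 3' phosphotyrosine-FITC DNA oligonucleotide reports Tdp1 activity: intact substrate bridges AlphaScreen beads, while cleavage leaves a 3' phosphate and drops signal. All incubations at room temperature.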
* marks the source's active call; other numbers are inactive results; ? = inconclusive; . = no result given; & = joins results of further samples; [ ] = remark or other dose. The call rests on the fitted dose curve; in most records, active means well fitted curve in the direction sought with a large enough effect; inconclusive means small, poorly fitted or top-dose-only effect, or another doubt; inactive means no such curve, though single readings can be large; an effect the other way counts as inactive or inconclusive. Unless noted, on the % scale 0 is the no-effect control and ±100 the full control effect; potency means the concentration at half of the fitted maximal effect.

no.	compound	N370S GC mod	FEN1 inhibitor	TDP1 block
1	COC(=O)c1c(-c2ccc(Cl)cc2)noc1N1CCN(c2cccc(C)c2C)CC1	.	9%	0%
2	O=C(O)c1cccc(S(=O)(=O)Nc2cccc(S(=O)(=O)Nc3ccc(Br)cc3)c2)c1	-5%	-12%	-1%
3	CCOc1ccc2[nH]c3c(=O)n(CCc4ccc(OC)cc4)cnc3c2c1	4%	3%	6%
4	CCOC(=O)C1=C(C)N=C2SCCC(=O)N2C1c1ccc(OCc2ccccc2)c(OC)c1 (stereo not drawn)	.	2%	5%
5	COCCNC(=O)Cn1c(=O)n(CCCCCC(=O)Nc2ccccc2)c(=O)c2sccc21	10%	22%&-13%	0%&-1%
6	CN(C)c1cc(-c2ccc(C#N)cc2)oc(=O)c1Cl	-13%	5%	4%
7	COc1ccc(C(=O)NC(=S)Nc2ccc(N3CCCC3)cc2)cc1	-2%	-8%	8%
8	O=C(NCCCc1ccccn1)C1CCC(=O)N(Cc2cccc(F)c2)C1 (stereo not drawn)	-1%	0%	3%
9	CC(=O)c1ccc(S(=O)(=O)N2CCN(C(=O)C3CCCC3)CC2)cc1	1%	4%	2%
10	CCOC(=O)c1cccc(S(=O)(=O)N2CCOCC2)c1	-21%	-5%	.
11	COc1ccc(C(=O)Nc2ccc(S(=O)(=O)Nc3ncccn3)cc2)cc1OC	17%	5%	-1%
12	Cc1cccc(-n2nnnc2SCC(=O)c2cc(C)n(Cc3ccco3)c2C)c1	5%[2.35 µM]	7%	-1%
13	COc1ccc(CN2CCN(C(C)C(=O)NC(C)c3ccc(F)cc3)CC2)cc1F (stereo not drawn)	3%	-3%	1%
14	CC(=O)N(CN1C(=O)c2ccc([N+](=O)[O-])cc2C1=O)c1ccc(F)cc1	-4%	-3%	3%
15	O=S(c1ccc2ccccc2c1)c1cnns1 (stereo not drawn)	.	15%	-5%
16	COc1ccc(OCC(=O)NC(=S)Nc2ccc(S(=O)(=O)Nc3cc(OC)nc(OC)n3)cc2)cc1	-3%	1%	5%
17	COc1ccc(/C=N/NC(=O)c2cccnc2)c2ccccc12	-12%	-14%	.
18	CC1(C)N=C(N)N=C(N)N1c1ccc(C(=O)O)cc1	-4%	.	2%
19	C/C(CCc1ccco1)=N/NC(=O)CCC(=O)Nc1cccc(Cl)c1	-20%	-15%	4%
20	COC(=O)CCC(=O)OC1(C)C(=O)C2=CN(C3CCCC3)C(c3ccc(OC)cc3)=CC2=C(Br)C1=O (stereo not drawn)	-5%[12.8 µM]	-21%	2%[12.3 µM]
21	CCCCc1ccc(NC(=S)NCc2cccnc2)cc1	13%	-18%	-8%
22	CC(=O)NC(Cc1ccc(C(C)C)cc1)C(=O)NC1CCN(C(=O)c2cccc(C)c2)CC1 (stereo not drawn)	-26%	-10%	5%
23	Cc1cc(=O)c(C(=O)O)nn1-c1ccccc1C(F)(F)F	-5%	1%	5%
24	O=C(NNS(=O)(=O)c1ccc(Cl)cc1Cl)c1cc2ncc(C(F)(F)F)cc2s1	0%	-1%	0%
25	CC1=C(C(=O)Nc2ccccc2)C(c2cccnc2)n2nc(-c3cccnc3)nc2N1 (stereo not drawn)	1%	-14%	8%
26	CCCCn1c(N)c(N(CC(C)C)C(=O)CC2CCCC2)c(=O)[nH]c1=O	-20%	-7%	-7%
27	COc1cc2c(cc1OC)C(c1ccccc1N)=NCC2	-2%	-1%	-3%
28	O=C(Nc1ccc(S(=O)(=O)N2CCOCC2)cc1)c1ccccc1Br	-20%	-4%	2%
29	Oc1ccc(Oc2ccc3c(C(F)(F)F)cc(C(F)(F)F)nc3n2)cc1	6%	-23%	3%
30	Cc1ccc(NC(=O)Cc2ccccc2)c(C)c1	9%	.	0%

Shown with the structure last: 2 of the compounds above.
item | N370S GC mod | FEN1 inhibitor | TDP1 block | smiles
16 | -3% | 1% | 5% | COc1ccc(OCC(=O)NC(=S)Nc2ccc(S(=O)(=O)Nc3cc(OC)nc(OC)n3)cc2)cc1
22 | -26% | -10% | 5% | CC(=O)NC(Cc1ccc(C(C)C)cc1)C(=O)NC1CCN(C(=O)c2cccc(C)c2)CC1 (stereo not drawn)

(continued)
no.	compound	N370S GC mod	FEN1 inhibitor	TDP1 block
31	OC(c1ccccn1)(c1ccccn1)c1ccccn1	?	-2%	3%
32	COc1ccc(C2(C)NC(=O)N(Cc3cc(Cl)cc4c3OCOC4)C2=O)cc1OC (stereo not drawn)	3%	6%	6%
33	CCOC(=O)c1sc(NC(=O)CC)nc1C	-4%	-2%	0%
34	CC(=O)/C(C[N+]1(C)CCCCC1)=N\O	-2%	0%	-1%
35	O=C(Nc1ccccc1)c1cccc(S(=O)(=O)N2CCCCC2)c1	3%	-2%	0%
36	Oc1[nH]c2ccccc2c1C1=NCCCC1	6%	-12%	7%
37	Cc1ccc(NC(=O)/C(C#N)=C/c2cn(CC(=O)NCc3ccco3)c3ccccc23)cc1C	2%	4%	-4%
38	COc1cc(/C=N/NC(=O)c2ccc(CSc3nncn3C)cc2)ccc1OCC(=O)N1CC(C)OC(C)C1 (stereo not drawn)	0%	-16%	4%
39	N#Cc1nc(N(c2ccccc2)c2ccccc2)nc(-n2cccc2)n1	.	-8%	3%
40	CN(C)/C(=N\S(=O)(=O)c1ccc(F)cc1)c1ccccc1	-3%	-17%	.
41	O=C1CC(NNc2ccccc2)C(=O)N1c1ccc(N2CCCCC2)cc1 (stereo not drawn)	6%	3%	0%
42	COc1cccc(CNC(=O)c2cc(C3CC3)nc3c2cnn3C(C)C)c1	.	1%	-3%
43	COc1ccc(/C=N/N2CCN(C)CC2)c(OC)c1OC	-2%	0%	-3%
44	COc1cc(CNCCc2ccccc2)ccc1OCC(N)=O	-1%	-1%	3%
45	CCc1ccccc1N1C(=O)N(CC(=O)c2ccc(OC)cc2)c2ccccc2S1(=O)=O	.	-2%	4%
46	O=C1NCCO1	0%	-14%	.
47	CC(=O)N1CCC(CCCC2CCN(C(C)=O)CC2)CC1	-2%	16%	-3%
48	CCOc1cc(/C=C/C(=O)O)ccc1OCCOc1ccccc1	-5%	2%	.
49	CCOC(=O)c1ccccc1NC(=O)CSc1ncc(CO)n1Cc1ccc(C)cc1	.	13%	1%
50	CCCN1CCC(N(CCc2ccccc2)Cc2ccccc2)CC1	0%	23%	.
51	Clc1ccccc1-c1nc(-c2cccnc2)no1	2%	-14%	3%
52	CC1=C(C(=O)Nc2ccc(C)cc2C)C(c2ccc(Cl)cc2)n2nc(C(=O)OC(C)C)nc2N1 (stereo not drawn)	5%	4%&-3%	1%&0%
53	CC(=O)Nc1ccc(NC(=O)CN2C(=O)COc3ccc(S(=O)(=O)N4CCOCC4)cc32)cc1	0%	-1%	2%
54	Cc1cc(C(=O)N/N=C/c2ccc3c(c2)OCO3)c2ccccc2n1	-2%	8%	7%
55	O=C(COc1ccc(S(=O)(=O)NC2CCCCC2)cc1)NC1CC1	-22%	20%	1%
56	CC(c1ccccc1)n1c(S(=O)(=O)O)nc2ccccc21 (stereo not drawn)	-3%	2%	0%
57	Cc1cccc(NC(=O)CSc2nc(=O)n(Cc3cccnc3)c3c2CCC3)c1C	.	-2%	8%
58	CCOC(=O)c1c(C)[nH]c(C(=O)OCC(=O)N2CCN(S(=O)(=O)c3ccccc3)CC2)c1C	-10%	-3%	0%
59	COCCCn1c(C)nnc1SCC(=O)NNC(=O)COc1ccc(Cl)cc1	-3%	0%	12%
60	C1N2CN3CN1CN(C2)C3	4%	3%	8%[56.1 µM]

Complete entries as entered above. Screens in order: N370S GC mod, FEN1 inhibitor, TDP1 block
COc1ccc(/C=N/N2CCN(C)CC2)c(OC)c1OC is listed with -2%, 0%, -3%
COc1ccc(C2(C)NC(=O)N(Cc3cc(Cl)cc4c3OCOC4)C2=O)cc1OC (stereo not drawn) is listed with 3%, 6%, 6%
CCc1ccccc1N1C(=O)N(CC(=O)c2ccc(OC)cc2)c2ccccc2S1(=O)=O is listed with ., -2%, 4%

The results go on:
no.	compound	N370S GC mod	FEN1 inhibitor	TDP1 block
61	Cc1[nH]c(=O)[nH]c(=O)c1S(=O)(=O)N1CCCC(C(=O)NCCc2ccccc2)C1 (stereo not drawn)	0%	2%	-2%
62	O=C(c1ccc([N+](=O)[O-])cc1)N(Cc1ccco1)c1ccccn1	.	-5%	2%
63	Nc1ccccc1-c1nc2ccccc2c(=O)o1	6%	2%	.
64	O=C(COC(=O)c1ccncc1)Nc1cccc(Cl)c1	-22%	-5%	3%
65	CCN(CC(=O)Nc1c(F)cccc1F)C(=O)CCNC(=O)c1ccco1	0%	15%	0%
66	CC(C)(C)C(=O)Nc1cccc(C(=O)Nc2cc(C(=O)O)cc(C(=O)O)c2)c1	0%	11%	0%
67	CCn1c(C)cc(=O)cc1-c1ccc(Cl)cc1	-15%	1%	.
68	CN1C(=O)Cc2cc(S(=O)(=O)CCC(=O)N3CCN(c4ccccc4F)CC3)ccc21	.	18%	0%
69	COc1ccccc1NC(=O)CSc1nccn1Cc1ccc(F)cc1	-1%	-1%	7%
70	Cc1ccc(S(=O)(=O)NCCCCCC(=O)NCCc2ccccc2)cc1	-12%	19%	.
71	O=C(COc1ccccc1)NNC(=O)c1cc2ccccc2oc1=O	1%	7%	2%
72	N#Cc1nc(-c2ccc(OCc3ccccc3)cc2)oc1N1CCC(C(N)=O)CC1	-18%	0%&-3%	10%&-1%
73	COC(=O)c1cc(NC(=O)c2cccc(C(F)(F)F)c2)c(=O)oc1C	2%	7%	-6%
74	CCCCn1c(N)c(N(Cc2ccccc2OC)C(=O)CN2C(=O)NC3(CCCC3)C2=O)c(=O)[nH]c1=O	9%	4%	2%
75	O=C(CNC(=O)c1ccccc1Cl)Nc1ccc(F)cc1	4%	-1%	1%
76	c1cc2c(nn1)CCc1nonc1-2	0%	5%	5%
77	FC(F)(F)c1cnc(NNC(=S)Nc2ccccc2Cl)c(Cl)c1	-1%	-5%	8%
78	COC(=O)c1c(NC(=O)CN2CCC(C)CC2)c2c(C)cccc2n1C	-4%	.	-1%
79	CN1CCC(N(C)S(=O)(=O)c2ccc(Cl)cc2)CC1	4%	9%	.
80	CCOC(=O)C1CCCN(C(=O)c2ccccc2NC(=O)c2nsc3ccccc23)C1 (stereo not drawn)	.	2%	3%
81	CC(C)C(=O)N[C@H]1CCC2C3CC=C4C[C@@H](O)CC[C@]4(C)C3CC[C@@]21C (stereo partly drawn)	.	-1%	0%
82	Cc1ccc(C)c(N2CCN(C(=O)c3ccc(CS(=O)Cc4ccc(Cl)cc4)o3)CC2)c1 (stereo not drawn)	2%	-6%	6%
83	Cc1ccccc1-c1nc(CS(=O)CC(=O)NCc2ccccn2)c(C)o1 (stereo not drawn)	-2%	-9%	3%
84	C/C(N)=C(/C#N)C(=O)COC(=O)c1cc2c(s1)CCC(C)C2 (stereo not drawn)	19%	1%	2%
85	Cc1cccc(OCC(=O)NNC(=O)CCCCC(=O)NNC(=O)COc2cccc(C)c2)c1	13%	-19%	-8%
86	CCN(CC)CCCNC(=O)CCC(=O)NNc1nc2ccccc2c2nc(C)nn12	-5%	-8%&12%	5%&2%
87	CCOC(=O)CCN1C(=O)[C@H]2[C@H]3[C@H](O)[C@H](O)C/C(=N/OC/C=C(\C)CCC=C(C)C)[C@@H]3CC[C@@H]2C1=O	1%[12.8 µM]	.	7%[21 µM]
88	O=C(CSc1nnc(NCc2ccccc2)s1)c1ccco1	-1%	-18%	3%
89	CC(=O)O[C@H]1C[C@@]2(C)[C@@H](C[C@@H](O)[C@H]3[C@@]4(C)CC[C@@H](O)[C@@H](C)C4CC[C@@]32C)/C1=C(\CCC=C(C)C)C(=O)O (stereo partly drawn)	-3%	-4%	9%
90	CCOc1ccc(S(=O)(=O)Oc2ccc3ccccc3c2)cc1	?	-16%	.

Gathered by group, those above with a thiophene ring, fused or not
no.	compound	N370S GC mod	FEN1 inhibitor	TDP1 block
5	COCCNC(=O)Cn1c(=O)n(CCCCCC(=O)Nc2ccccc2)c(=O)c2sccc21	10%	22%&-13%	0%&-1%
24	O=C(NNS(=O)(=O)c1ccc(Cl)cc1Cl)c1cc2ncc(C(F)(F)F)cc2s1	0%	-1%	0%
84	C/C(N)=C(/C#N)C(=O)COC(=O)c1cc2c(s1)CCC(C)C2 (stereo not drawn)	19%	1%	2%

More records follow.
no.	compound	N370S GC mod	FEN1 inhibitor	TDP1 block
91	O=C(CC1NCCc2ccccc21)Nc1ccc(Oc2ccccc2)cc1 (stereo not drawn)	8%	-4%	6%
92	COc1ccc(/C=N/NC(=O)CNC(=O)c2ccc(S(=O)(=O)N3CCOCC3)cc2)cc1OC	13%	0%	-1%
93	CC(=O)N1CCN(S(=O)(=O)c2cccc(C(=O)NNC(=O)COc3ccc(F)cc3)c2)CC1	.	0%	0%
94	O=C1C=C(c2ccc3cc[nH]c3c2)C[C@@H](c2ccc3c(c2)OCO3)C1	.	?	?

Some of these compounds in order of SMILES length, highest first.
no.	compound	N370S GC mod	FEN1 inhibitor	TDP1 block
93	CC(=O)N1CCN(S(=O)(=O)c2cccc(C(=O)NNC(=O)COc3ccc(F)cc3)c2)CC1	.	0%	0%
92	COc1ccc(/C=N/NC(=O)CNC(=O)c2ccc(S(=O)(=O)N3CCOCC3)cc2)cc1OC	13%	0%	-1%
90	CCOc1ccc(S(=O)(=O)Oc2ccc3ccccc3c2)cc1	?	-16%	.
